From PubChem
PREPL inhibitor: PREPL enzyme inhibitors, primary screen, biochemical, fluorescence polarization; inhibition, % at 5.96 µM; AID 2751, 2010; 320,000 tested, 0.68% active; recombinant PREPL, fluorescence polarization activity-based probe; in the data active = inhibition above about 43%;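 also: 0% = enzyme with DMSO and 100% = wells lacking enzyme; many of its hits are not listed in these tables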
LYPLA2 inh: LYPLA2 inhibitors, primary screen, counter-screen for PME1 inhibitor project, biochemical, fluorescence polarization, FP-Rh probe ABPP | recombinant LYPLA2 | inhibition, % at 5.9 µM | Acyl-protein thioesterase 2 (Homo sapiens), O95372 | 320,000 tested, 0.38% active | AID 2177, 2009;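 active = inhibition above the screen-wide mean plus 3 SD, limit set per campaign, cut at about 26% in these data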;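 also: 0% = LYPLA2 with DMSO and 100% = wells lacking LYPLA2 enzyme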
Target sequence (O95372 whole entry, looked up): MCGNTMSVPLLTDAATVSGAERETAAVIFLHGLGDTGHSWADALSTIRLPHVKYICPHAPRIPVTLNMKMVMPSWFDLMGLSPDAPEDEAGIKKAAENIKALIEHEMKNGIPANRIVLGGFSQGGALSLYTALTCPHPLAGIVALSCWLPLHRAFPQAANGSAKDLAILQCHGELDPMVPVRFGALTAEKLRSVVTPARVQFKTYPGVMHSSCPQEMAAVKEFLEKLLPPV
PAD4 FP inh: human PAD4 inhibitors, primary screen, biochemical, fluorescence polarization, 1536-well format; Protein-arginine deiminase type-4 (Homo sapiens), Q9UM07; recombinant PAD4, RCA probe fluorescence polarization; inhibition, % at 6.36 µM; 330,000 tested, 0.41% active;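 active = percent inhibition above a cutoff equal to the mean of all tested compounds plus 3 SD, cut at about 15% in these data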;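 also: 0% = PAD4 with RCA probe and DMSO and 100% = probe without PAD4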
PAFAH1B3 FP inh: PAFAH1B3 enzyme inhibitors, primary screen, biochemical, fluorescence polarization, human. AID 492972, 2010. 340,000 tested, 0.28% active. inhibition, % at 3.39 µM. Platelet-activating factor acetylhydrolase IB subunit alpha1 (Homo sapiens), Q15102. recombinant PAFAH1B3, FP-rhodamine probe;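 active = inhibition above the screen-wide average of all tested compounds plus 3 SD, cut at about 25% in these data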;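 also: 0% = enzyme with DMSO only and 100% = wells lacking PAFAH1B3 protein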
LYPLA1 counter: LYPLA1 inhibitors, primary screen, counter-screen for PME1 inhibitor project, biochemical, fluorescence polarization, FP-Rh probe ABPP. recombinant LYPLA1. inhibition, % at 5.9 µM. 320,000 tested, 0.16% active;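 active = inhibition above the mean of all tested compounds plus 3 SD, set per campaign, cut at about 14% in these data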;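 also: inhibitors block serine hydrolase probe labeling of LYPLA1 so polarization falls; 0% = enzyme with DMSO and 100% = wells lacking LYPLA1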
GSTO1 inh: inhibitors of recombinant GSTO1, primary screen, counter-screen for RBBP9 inhibitor project, biochemical, fluorescence polarization; inhibition, % at 5.96 µM; 300,000 tested, 1.1% active; activity-based probe fluorescence polarization; AID 1974, 2009;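 active = inhibition above the campaign mean inhibition plus 3 SD, cut at about 35% in these data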;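 also: 0% = GSTO1-1 with DMSO and 100% = wells lacking GSTO1-1 enzyme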
Target sequence (P78417 whole entry, looked up): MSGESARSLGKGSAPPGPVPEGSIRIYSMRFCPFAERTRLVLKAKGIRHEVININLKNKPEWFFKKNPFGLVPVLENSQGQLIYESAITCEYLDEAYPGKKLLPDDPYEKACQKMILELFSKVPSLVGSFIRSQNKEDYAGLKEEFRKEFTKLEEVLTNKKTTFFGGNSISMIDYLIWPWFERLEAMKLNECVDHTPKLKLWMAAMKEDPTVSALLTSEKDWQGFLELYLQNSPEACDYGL
PME-1 inh: PME-1 inhibitors via competitive probe labeling, primary screen, biochemical, fluorescence polarization, FP-Rh probe, HTS; Protein phosphatase methylesterase 1 (Homo sapiens), Q9Y570; recombinant PME-1; inhibition, % at 5.9 µM; 320,000 tested, 0.53% active;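 active = inhibition above the campaign mean of all compounds plus 3 SD, cut at about 26% in these data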;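 also: competitive labeling of PME-1 active site by serine hydrolase directed probe; 0% = PME-1 with DMSO and 100% = wells lacking PME-1 enzyme; inhibitors block probe labeling so polarization falls and inhibition rises; many of its hits are not listed in these tables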
Target sequence (Q9Y570 whole entry, looked up): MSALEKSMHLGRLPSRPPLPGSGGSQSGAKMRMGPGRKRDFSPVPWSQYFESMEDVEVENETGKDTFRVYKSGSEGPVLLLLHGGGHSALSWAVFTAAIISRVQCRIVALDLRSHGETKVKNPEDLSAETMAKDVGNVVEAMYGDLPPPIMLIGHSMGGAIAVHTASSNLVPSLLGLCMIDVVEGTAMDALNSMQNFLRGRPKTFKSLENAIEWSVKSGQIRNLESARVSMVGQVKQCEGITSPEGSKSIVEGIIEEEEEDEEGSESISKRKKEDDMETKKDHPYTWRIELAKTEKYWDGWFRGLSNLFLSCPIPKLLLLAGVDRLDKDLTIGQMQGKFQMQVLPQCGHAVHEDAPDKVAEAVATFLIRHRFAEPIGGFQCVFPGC
PAFAH1B2 FP inh: PAFAH1B2 enzyme inhibitors, primary screen, biochemical, fluorescence polarization, human; recombinant PAFAH1B2, FP-rhodamine activity probe; 340,000 tested, 1.2% active; inhibition, % at 3.39 µM; Platelet-activating factor acetylhydrolase IB subunit alpha2 (Homo sapiens), P68402;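 active = inhibition above the mean of all tested compounds plus 3 SD, cut at about 24% in these data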;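 also: 0% = enzyme with DMSO and 100% = wells lacking PAFAH1B2; many of its hits are not listed in these tables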
pPAFAH inh: pPAFAH enzyme inhibitors, primary screen, biochemical, fluorescence polarization, human. Platelet-activating factor acetylhydrolase (Homo sapiens), Q13093. recombinant pPAFAH, FP-rhodamine probe fluorescence polarization. inhibition, % at 3.39 µM. 330,000 tested, 1.5% active. AID 463082, 2010;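 active = inhibition above the mean inhibition across the screen plus 3 SD, cut at about 25% in these data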;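 also: inhibitors block binding of the rhodamine activity-based probe so polarization drops; 0% = enzyme with DMSO and 100% = wells lacking pPAFAH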
Starred values were filed as active, the others as inactive; / = not tested or not shown.

smiles	PME-1 inh	PAD4 FP inh	GSTO1 inh	LYPLA1 counter	LYPLA2 inh	PAFAH1B2 FP inh	PAFAH1B3 FP inh	pPAFAH inh	PREPL inhibitor
CC(C)N1CCN(Cc2ccccc2-c2ccco2)CC1CCO (centres undefined)	-11	-7	5	-2	-1	0	4	3	-3
COc1ccc(CN(CC2CCC(C(=O)O)CC2)C(=S)Nc2cccc(C)c2)cc1 (centres undefined)	-1	4	9	1	-1	5	8	-1	10
O=C(CNC(=O)c1ccccn1)N=Nc1c(O)[nH]c2ccccc12	12	-2	0	0	3	6	8	13	9
O=C(NCC(c1ccco1)N1CCc2ccccc2C1)C(=O)Nc1ccc(F)cc1F (centres undefined)	0	0	6	-1	-2	0	3	5	5
COc1ccc(C(=O)CC(=O)C(=O)Nc2ccc(OC)c(Cl)c2)cc1	3	-4	-2	-1	1	12	13	3	4
CC1C[N+](=C2C=C(N3CCOCC3)CC(C)(C)C2)CC(C)O1 (centres undefined)	-10	2	-1	1	5	4	3	3	1
CCOC(=O)c1cc(CC)sc1NC(=O)COC(=O)C1CCC1	2	-5	-4	-1	-1	-1	2	11	3
CC(=O)N1c2ccc(S(=O)(=O)NCCC(=O)Nc3ncccc3C)cc2CC1C (centres undefined)	-5	0	-2	1	7	1	0	7	0
CCOn1c(=O)c(=O)n(OC)c2ccccc21	2	2	4	0	2	6	-4	0	-2
CCOc1ccc(Cl)cc1/C=N/NC(=O)c1ccccc1	1	4	-1	-1	0	5	13	-2	12
CCC1CCCCN1Cc1nc2c(c(=O)n(C)c(=O)n2C)n1CCC(C)C (centres undefined)	-4	1	2	3	6	5	1	9	13
CCn1ccnc1CN(C)Cc1nc(Cc2cccc(C(F)(F)F)c2)no1	-3	7	5	0	-3	4	9	3	5
O=C(C1=C[C@H](c2ccc(C(F)(F)F)cc2)C[C@H](OCCCCO)O1)N1CCN(Cc2ccccc2)CC1	-3	-4	0	-1	3	2	6	5	21
C=CCOc1ccc(/C=C2\N=C(C)OC2=O)cc1OC	1	1	4	-1	1	7	10	-4	11
Cc1cc(C(=O)CSc2nc(N)cc(=O)[nH]2)c(C)n1CCc1ccc(F)cc1	0	32*	-1	-8	-6	-4	-12	61*	-15
CCOC(=O)c1nnn(CC(=O)Nc2cccc(Cl)c2C)c1C(=O)OCC	1	1	3	-3	4	1	-6	3	0
Cc1ccc(C(C)NC(=O)Cn2nc(C)c([N+](=O)[O-])c2C)cc1 (centres undefined)	2	-3	-5	-3	-6	5	5	0	12
CC(C)Cn1c(N)c(C(=O)CSc2nc3ccccc3n2C)c(=O)n(C)c1=O	-2	-3	0	3	-4	0	3	-1	-5
CC(C)(C)[C@@H]1COC(=O)[C@@H](NC(=O)OCC2c3ccccc3-c3ccccc32)C/C=C\C[C@@H](CC(=O)NCCO)C(=O)N1	/	3	/	/	/	6	13	5	11
CCOC(=O)N1CCN(C(=O)CSCc2ccc(Cl)cc2)CC1	1	-1	5	2	3	11	8	7	5
CC1(C)[C@H]2CC[C@]1(C)[C@@H](OC(=O)C[N+]1(C)CCOCC1)C2	-2	5	-7	1	0	5	13	-3	-11
CCC(=O)c1ccc(OCC(=O)OCC(=O)Nc2ccc(C)c(S(=O)(=O)N3CCCCC3)c2)cc1	0	0	/	2	-3	1	11	4	12
O=C(Nc1cccs1)N1CCN(c2ncccn2)CC1	-3	0	6	2	1	1	5	15	9
COc1cccc(/C=C/C(=O)OCC(=O)N(C)CC(=O)Nc2ccccc2Cl)c1OC	-2	-6	/	0	-3	3	10	-3	6
Cc1ccccc1C(=O)N1CCC(C(=O)Nc2ccccc2Cl)CC1	8	-6	1	-3	3	0	3	4	-3

A few values from above:
CC1C[N+](=C2C=C(N3CCOCC3)CC(C)(C)C2)CC(C)O1 (centres undefined) in GSTO1 inh = -1
CC(C)Cn1c(N)c(C(=O)CSc2nc3ccccc3n2C)c(=O)n(C)c1=O in PAFAH1B3 FP inh = 3

New compounds follow:
smiles	PME-1 inh	PAD4 FP inh	GSTO1 inh	LYPLA1 counter	LYPLA2 inh	PAFAH1B2 FP inh	PAFAH1B3 FP inh	pPAFAH inh	PREPL inhibitor
CC(C)CCSc1nc2ccccc2[nH]1	7	0	3	1	4	2	4	0	3
CCC(=O)NC(c1cccs1)c1cc([N+](=O)[O-])c2cccnc2c1O (centres undefined)	27*	0	-2	-1	4	2	0	23	3
CC(=N)c1c(O)c2ccccc2oc1=O	-11	-1	0	1	2	5	3	63*	12
O=C(CSc1n[nH]c(C2CCCC2)n1)NC1CCCC1	3	3	3	3	5	-2	4	1	2
COc1ccc(-n2cnnc2SCC(=O)Nc2cc(C)on2)cc1	0	-7	4	-2	-4	2	12	-1	0
Cc1ccc(N/C=C2\C(=O)N(c3ccc(F)cc3F)C(c3cccnc3)S2(=O)=O)cc1 (centres undefined)	-6	5	0	0	4	6	0	-3	8
COc1ccc(/C=C2\C(=O)NC(=S)N2C(=O)c2ccc(C)cc2)cc1	-15	-10	-63	-15	-18	-6	-15	0	-1
Cc1nc(Sc2cccn2C)c(C(F)(F)F)c(=O)[nH]1	-2	0	1	0	8	4	-3	8	2
O=C(c1ccc(Cl)cc1)N1CCC(C(=O)N2CCCc3ccccc32)CC1	0	1	1	-1	2	0	3	3	2
CC1CCCN(S(=O)(=O)c2cccc(-c3cn4cccnc4n3)c2)C1 (centres undefined)	7	-3	4	2	-1	4	2	0	12
Cc1ccc(/C=C/C(=O)O)cc1S(=O)(=O)NC1CCS(=O)(=O)C1 (centres undefined)	4	2	5	1	5	6	-1	4	6
COc1cccc(CNC(=O)c2ccccc2N)c1	3	-1	-3	-2	-7	-1	-10	2	11
CN(C)C(=O)c1cc(Br)ccc1Cl	-2	-5	-1	3	3	3	1	-2	-8
CCOc1cc(NC(=S)NCCCN2CCOCC2)c(OCC)cc1NC(=O)c1ccc(OC)cc1	5	-3	14	5	6	-1	3	9	0
COc1ccc2[nH]c(C)c(C(=O)CN3CC(C)OC(C)C3)c2c1 (centres undefined)	-2	-2	1	4	9	4	8	2	1
C=C[C@]1(C)C=C2CCC3[C@](C)(CCC[C@@]3(C)C(=O)O)C2CC1 (some centres undefined)	-19	1	6	0	2	68*	11	9	-2
COc1ccc(C(C)C)cc1S(=O)(=O)N1CCC(C(=O)NCc2cccnc2)CC1	5	-3	-3	-2	3	6	4	4	-1
C/C(=C(\C#N)C(=O)NCCCN1CCOCC1)N(C)C	-3	3	10	-3	-3	7	-3	1	-1
NCCC(=O)NCCc1cnc[nH]1	1	1	3	0	2	-10	-8	2	-9
O=C(O)C1CC1C(=O)Nc1nc2c(Cl)cccc2s1 (centres undefined)	-3	-2	-12	4	-6	10	6	0	3
COCCN(Cc1cccs1)S(=O)(=O)c1csc(C(N)=O)c1	2	-4	-5	0	-1	4	2	2	-4
COc1ccc(C(=O)C2CCCN(Cc3ccc(C#CCCO)cc3)C2)cc1F (centres undefined)	-4	3	2	-1	4	5	13	6	2
Cn1c(N)c(Br)c(-c2ccc(F)cc2)c(C#N)c1=O	-8	0	6	-3	-8	4	-1	3	-8
Cc1ccccc1NC(=O)Cn1c(=O)n(-c2ccc(CC(=O)NCC3CCCO3)cc2)c(=O)c2ccccc21 (centres undefined)	-1	0	7	1	1	5	4	5	0
Cc1cc(/C=C2\SC(=Nc3ccc(F)cc3)NC2=O)c(C)n1-c1ccc(S(N)(=O)=O)cc1	5	-7	-99	-16	-17	4	16	15	54*
O=C(Nc1ccncc1)c1cn(-c2ccccc2)nc1-c1cccs1	-72	0	-14	-42	-90	-14	4	-14	7
CCCCNC(=O)c1cc2c(C)cc(C)cc2[nH]1	6	-3	-2	-1	-3	4	6	-2	7
COc1ccc(-c2cccc(NC(=O)c3ccco3)c2)nn1	0	2	0	-3	-4	5	-2	5	5
Cc1ccc(C(=O)N/C(=C\c2ccc([N+](=O)[O-])cc2)C(=O)NCCc2ccccc2)cc1	-3	-1	6	-2	0	5	4	0	2
Nc1ncnc2c1ncn2[C@@H]1O[C@H](CNCc2cn(CC(=O)NC3CC3)c3ccccc23)[C@@H](O)[C@H]1O	/	0	/	/	/	2	1	-2	-5
O=C(COc1ncnc2cc(Cl)ccc12)c1ccccc1	-3	3	10	0	2	7	0	-3	10
COc1ccccc1C(=O)NC(=O)COC(=O)c1cnc(C)cn1	-4	-5	-8	3	0	-2	2	0	11
O=C(Nc1nc(-c2ccc3ccccc3c2)cs1)C1CCN(S(=O)(=O)c2cccs2)CC1	1	1	-5	-3	-5	-1	-7	-4	8
CCOC(=O)c1cnc(-n2nc(C)cc2C)nc1NC1CCCC1	-6	-1	0	-6	-2	5	9	-2	5
Cn1c(=O)n(C)c2cc(S(=O)(=O)NCCOCCO)ccc21	-1	2	5	3	6	-5	-2	4	4

Not all compounds are listed. The share of hits here may be higher or lower than overall.
